# Screening results from PubChem.
# Tb PFK block: inhibitors of T. brucei phosphofructokinase. O15648. T. brucei PFK, ADP-Glo luminescence. Potency, µM (highest dose often 57.5 µM), inactives show at the highest dose activity, negative = inhibition, most hits filed as inhibitors. actives 0.17% (n = 330,000);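 further: potency means the concentration at half of the fitted maximal effect; 0% = uninhibited 1x PFK enzyme wells and -100% = no-enzyme wells; nearly all actives have a fitted effect of over 60% in size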
# Target sequence (O15648 whole entry, looked up): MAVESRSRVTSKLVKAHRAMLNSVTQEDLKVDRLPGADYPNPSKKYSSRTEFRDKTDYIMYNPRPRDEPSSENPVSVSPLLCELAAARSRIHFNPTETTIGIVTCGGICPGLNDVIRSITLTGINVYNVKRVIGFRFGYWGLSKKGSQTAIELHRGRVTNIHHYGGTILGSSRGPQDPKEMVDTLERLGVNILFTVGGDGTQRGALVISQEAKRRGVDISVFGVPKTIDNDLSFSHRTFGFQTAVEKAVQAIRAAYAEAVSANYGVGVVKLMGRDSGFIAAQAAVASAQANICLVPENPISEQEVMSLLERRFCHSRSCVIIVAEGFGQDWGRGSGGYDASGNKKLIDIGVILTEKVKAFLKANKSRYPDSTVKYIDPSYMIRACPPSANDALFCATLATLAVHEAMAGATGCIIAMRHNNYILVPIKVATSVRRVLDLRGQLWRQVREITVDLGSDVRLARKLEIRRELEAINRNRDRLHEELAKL
#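 Activity is normalized to no-enzyme wells (full inhibition) and 1.25 nM enzyme wells (no inhibition). Reaction: 0.5 mM F6P, 0.1 mM ATP, 45 min RT, ADP-Glo luminescence; concentration-response curves fitted and classed by quality.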
# TSHR antagonist: human thyrotropin receptor antagonism; P16473; TSHR-expressing cells, TSH-stimulated cAMP HTRF, 2 h; active compounds read low; activity change, negative = inhibition, % at 11.5 µM; actives 0.2% (n = 330,000); AID 504810;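 active means activity change below a set negative limit, meaning inhibition stronger than a set level, cut at about -70% in these data; inconclusive means activity change between two set negative limits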; further: on the % scale 0 is the no-effect control and ±100 the full control effect
#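 TSHR-expressing cells were treated with compounds, then stimulated with TSH at EC80 (4nM final) for 2 hours at 37 deg C. Cellular cAMP was measured by HTRF competition between lysate cAMP and cAMP-d2 for a cryptate-labelled anti-cAMP antibody.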
# GALK inh: galactokinase (human) inhibition; P51570; AID 1868; Potency, µM (doses to about 57.5 µM), for the others: at the top dose activity change, negative = inhibition, hits mostly inhibitors; actives 0.007% (n = 270,000); Purified GALK, Kinase-Glo residual ATP luminescence; further: potency means the concentration at half of the fitted maximal effect; on the % scale 0 is the no-effect control and ±100 the full control effect
# Target sequence (P51570 whole entry, looked up): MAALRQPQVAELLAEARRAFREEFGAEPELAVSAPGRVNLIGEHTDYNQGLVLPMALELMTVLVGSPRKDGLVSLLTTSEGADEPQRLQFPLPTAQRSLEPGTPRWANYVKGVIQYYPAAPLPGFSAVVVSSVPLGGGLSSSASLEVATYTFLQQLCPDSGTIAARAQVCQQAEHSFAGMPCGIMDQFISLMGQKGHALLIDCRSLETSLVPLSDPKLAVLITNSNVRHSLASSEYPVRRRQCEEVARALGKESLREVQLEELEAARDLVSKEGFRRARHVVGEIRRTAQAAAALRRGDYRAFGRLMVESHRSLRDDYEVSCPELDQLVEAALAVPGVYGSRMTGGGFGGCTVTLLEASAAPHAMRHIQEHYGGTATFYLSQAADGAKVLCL
#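 GALK at 5 nM final was combined with compound, 35 uM ATP and 100 uM galactose in HEPES pH8.0 with MgCl2 and DTT. The reaction ran one hour at room temperature before luminescent ATP detection.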
# CXXC DNA block: blocks binding of human MLL CXXC domain to DNA; AID 2662; actives 0.037% (n = 290,000); Potency, µM (titrated, usually from 115 µM), for the others: top-dose activity change, negative = inhibition, usual class: inhibitors; MLL-CXXC / FITC-HOXA9 DNA fluorescence polarization; Q03164; active means well fitted inhibition curve with a large enough effect in the polarisation, with a control signal flat, not every such curve was filed as active; inconclusive means small, poorly fitted or top-dose-only effect, or effect the other way, or a change in a side signal; inactive means no such curve, though single readings can be large or run the other way; the % refers to the polarisation; further: potency means the concentration at half of the fitted maximal effect
#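 Fluorescence polarization: 7 uM MLL-CXXC (stock) preincubated 5 min with compounds, then 50 nM fluorescein-HOX-A9 DNA (stock) added; 30 min ambient. Buffer 50 mM Tris-HCl pH 7.5, 50 mM NaCl, 1 mM DTT, 0.05% BSA.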
# FBPA coupling cs: counter-screen for Giardia aldolase inhibitors: coupling enzyme system. coupling enzyme system counterscreen, AmpLite Red fluorescence. activity change, negative = inhibition, % at 58.2 µM, hits read low. actives 0.67% (n = 290,000). AID 2472; in the data active means activity change below about -30%; further: on the % scale 0 is the no-effect control and ±100 the full control effect
#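 First, compound is pin-transferred into glyceraldehyde-3-phosphate coupling-enzyme reagent at 57.5 uM final and held 10 min at RT. Next, substrate, coupling system and AmpLite Red are added. After 20 min RT, fluorescence (525/598 nm) is read.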
# Giardia killer: kills Giardia lamblia. Giardia lamblia trophozoite viability. activity change, % at 7.66 µM, hits read low. actives 0.15% (n = 340,000). AID 540267; in the data active means activity change below about -80%; inconclusive means between about -30% and that limit;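 further: parasites exposed to compound for two days anaerobically before the ATP read; on the % scale 0 is the no-effect control and ±100 the full control effect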
#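 Viability, read as ATP luminescence: trophozoites at 100 cells/well, compound added, 48 hrs anaerobic at 37 deg C, then 15-30 min room-temperature development before reading.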
# TCR act: T cell receptor activation; 330,000 tested, under 10 active; Potency, µM (titrated, usually from 9.22 µM), for inactives: at the highest dose activation of IL-2 secretion, usual class: activators; primary human leukocytes, anti-CD3, IL-2 HTRF, 48 h; further: % of control where 0% means no effect
#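 Primary human leukocytes receive a-CD3 beads and test compound and are incubated 48 hr. Secreted IL-2 is then assayed by HTRF, measuring 665nm acceptor emission after 320nm excitation of the europium donor.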
# A-T KAP1 phos: candidate therapy for ataxia-telangiectasia | actives 0.19% (n = 320,000) | […] A-T fibroblasts, KAP-1 phosphorylation AlphaLISA; neocarzinostatin DNA damage 30 min before lysis | Potency, µM (highest dose often 57.5 µM), for inactives: at the top dose activation, hits mostly activators | AID 485349; further: potency means the concentration at half of the fitted maximal effect; % of control where 0% means no effect; nearly all actives have a fitted effect of over 45% in size
#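 hTERT-immortalized A-T patient fibroblasts ([…]), 500 cells/well in OPTI-MEM, 1% FBS, got compounds for 60 min, then NCS for 30 min at 37C. Lysates were then assayed for phospho-KAP-1 by AlphaLISA (anti-pKAP1 donor, anti-KAP1 acceptor beads), 6 hr at 25C.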
# Chronic BCR inh: blocks chronic active B-cell receptor signaling. ABC-DLBCL IkBa-CBG/CBR reporter, luminescence ratio, 4 h. Potency, µM (highest dose often 46.1 µM), without a hit: at the highest dose ratio change, negative = lower green/red ratio, usual class: inhibitors. actives 0.05% (n = 340,000); active means well fitted inhibition curve with a large enough effect in the signal ratio, with a control signal flat, not every such curve was filed as active; inconclusive means small, poorly fitted or top-dose-only effect, or effect the other way, or a change in a side signal; the % refers to the signal ratio;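 further: potency means the concentration at half of the fitted maximal effect; plate controls were basal doxycycline-induced cells for no effect and cells given 10 µM MG132 for full effect; MG132 reads +100%, hits lower the ratio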
#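 TMD8 ABC-DLBCL cells carrying doxycycline-inducible green luciferase fused to IkappaBalpha plus unfused red luciferase were exposed to compounds (up to 46 uM) for 4 hrs at 37C. Activity came from the overlap-corrected green/red luminescence ratio.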
# hERG WT inh: blocks the wildtype human KCNH2 potassium channel; activity change, % at 1.84 µM; actives 0.37% (n = 340,000); Q12809; U2OS, BacMam KCNH2, thallium flux FluxOr; active compounds read low;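 active means maximum activity change below -70%; inconclusive means maximum activity change between -70% and -50%; inactive means maximum activity change above -50%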; further: on the % scale 0 is the no-effect control and ±100 the full control effect
#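 U2OS cells were transduced with wild-type KCNH2 virus (2.03 x 10^8 / mL) for 4 h at room temperature, then cultured overnight at 37 C. Thallium flux was read with FluxOr dye. Rate constants were normalized to DMSO controls.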
# Numbers without * were called inactive; u = inconclusive; x = no result given; [ ] = remark or other dose. Unless noted, the call rests on the fitted dose curve; in most records, active means well fitted curve in the direction sought with a large enough effect; inconclusive means small, poorly fitted or top-dose-only effect, or another doubt; inactive means no such curve, though single readings can be large; an effect the other way counts as inactive or inconclusive.
SMILES,Tb PFK block,TSHR antagonist,GALK inh,CXXC DNA block,FBPA coupling cs,Giardia killer,TCR act,A-T KAP1 phos,Chronic BCR inh,hERG WT inh
CC(OC(=O)CNS(=O)(=O)c1ccc2ccccc2c1)C(=O)N(C)c1ccccc1 (stereo not given),0.8%,6.2,6.1%,1.1%,2.8,-6.0,2.8%,-15.1%,0.7%,19.0
Cc1cccc(NC(=O)c2nc[nH]c2C(=O)N2CCc3ccccc3C2)c1,-3.3%,2.2,x,x,x,0.2,-0.8%,12.9%,u,-6.2
CC(=O)N1CCc2cc(S(=O)(=O)CCC(=O)N(C)c3cc(C)ccc3C)ccc21,-6.8%,18.8,7.2%,4.9%,-0.7,44.9[activator],-0.2%,2.8%,7.0%,-17.4
COc1cc(C(=O)OCC(=O)N(C)C)cc(NC(=O)c2ccco2)c1OC,u,55.7,-2.9%,18.9%,5.3,-16.6,-4.0%,6.1%,u,1.3
CC(/C=C/c1ccccc1)=N\Nc1ccccc1[N+](=O)[O-],0.1%,-1.0,11.0%,10.6%,-1.3,9.0,-5.6%,-3.1%,2.1%,-5.3
CCCn1c(N)c(N(CCOC)C(=O)c2ccc(-c3ccc(Cl)cc3)o2)c(=O)[nH]c1=O,-0.6%,-1.0,x,x,x,11.9,-4.8%,4.9%,-1.8%,0.7
CCOC(=O)c1cccc2c1-c1ccccc1/C2=N/O,1.4%,14.1,-2.7%,20.8%,2.6,-8.7,-5.5%,4.7%,-6.8%,4.5
O=C(O)C1CCCN1c1ncnc2ccccc12 (stereo not given),-5.3%,10.9,-0.5%,-9.8%,2.0,2.1,-3.1%,0.8%,u,-16.9
COc1cccc(C(=O)NCC2CCN(c3ccc(S(=O)(=O)N4CCOCC4)cc3)CC2)c1,0.2%,-9.1,5.5%,12.1%,2.7,7.9,1.5%,14.1%,-1.1%,3.0
COc1ccc(C)cc1S(=O)(=O)Nc1cccnc1,2.1%,5.7,0.3%,5.7%,-2.4,-2.2,0.1%,-2.3%,u,-3.3
Cc1ccccc1Nc1nc(N)nc(CSc2nnc3ccccn23)n1,-2.8%,-5.4,-6.4%,7.6%,0.5,0.5,1.7%,0.8%,1.7%,-4.7
Clc1ccc(C2Nc3cccc4cccc(c34)N2)cc1Cl,-8.4%,-3.5,2.1%,-9.1%,-4.9,-2.6,-3.9%,-1.3%,u,1.8
O=C(COc1ncnc2ccc(Br)cc12)N1CCOCC1,0.0%,0.7,-0.1%,-4.5%,2.9,11.5,-12.4%,-2.2%,6.5%,3.7
COc1ccc(-c2nnc(SCC(=O)NC3CCCC3)n2C)cc1,0.2%,3.0,0.2%,-6.1%,-2.1,-18.2,6.3%,-7.9%,-0.7%,1.9
COCCN(CC(=O)NCc1ccc(F)cc1)C(=O)CCC(=O)Nc1nccs1,-5.0%,15.1,-0.1%,1.5%,1.8,-3.6,-2.1%,-1.4%,u,3.0
CSc1ccc(CN2CCN(C(=O)CC(C)C)CC2)cc1,2.8%,6.4,-5.8%,4.0%,3.4,26.8,-0.2%,6.5%,-8.6%,3.9
COc1cc(/C=C/c2sc3ccccc3[n+]2CCCS(=O)(=O)[O-])ccc1O,12µM*,-29.2,u,u,-34.0*,-0.6,0.8%,-5.7%,u,-3.2
C=C(C)CN1CCN(c2ccc(N3C(=O)CCCC3=O)cc2[N+](=O)[O-])CC1,-5.1%,6.5,-0.2%,12.3%,1.4,-24.9,0.1%,-4.9%,9.0%,3.3
Cc1c(NS(=O)(=O)c2ccc3c(c2)n(C)c(=O)n3C)c(=O)n(-c2ccccc2)n1C,1.5%,3.5,2.7%,0.2%,-1.9,-7.5,3.7%,-0.5%,u,0.5
COc1cc(Br)cc2cc(C(=O)N3CCN(C(=O)c4ccco4)CC3)c(=O)oc12,-15.5%,25.6,2.8%,-3.7%,2.4,5.4,-3.8%,12.6%,-1.1%,-6.9
CC(OC(=O)c1cc(S(=O)(=O)Nc2ccc(F)cc2)ccc1Cl)C(=O)Nc1ccc2c(c1)OCCO2 (stereo not given),-0.3%,20.4,1.6%,5.1%,-0.5,-2.7,1.9%[46.1 µM],3.4%,-0.3%,-8.3
CC(Oc1ccccc1)C(=O)N=C1SC2CS(=O)(=O)CC2N1Cc1ccccc1 (stereo not given),6.2%,2.6,0.9%,-7.2%,-0.7,-7.0,-4.0%,10.1%,3.6%,-2.3
Cc1ccc(/C=C/C(=O)N2CCN(S(=O)(=O)/C=C/c3ccccc3)CC2)o1,-21.8%,-0.3,8.2%,-0.3%,2.1,6.6,-2.3%,27.0%,-1.1%,9.2
CCCCCC(=O)Nc1cccc(C2=NOC3(C2)C[C@@H](C(N)=O)N(C(=O)c2cc([N+](=O)[O-])cc([N+](=O)[O-])c2)C3)c1 (stereo not given in full),-3.8%,-5.7,-3.6%,-2.2%,-2.5,6.9,-2.0%,-12.9%,-15.3%,-3.3
CCCCn1c(=S)[nH]c2ccccc2c1=O,-3.2%,-3.2,5.3%,7.8%,1.0,-5.0,-7.5%[46.1 µM],-5.9%,u,-6.9
CCN(c1ccccc1)S(=O)(=O)c1ccc(Cl)c(NC(=O)COC(=O)c2ccc[nH]c2=O)c1,-5.0%,-6.6,-1.4%,8.1%,1.8,3.1,9.6%,8.1%,9.7%,-2.4
COc1ccc(S(=O)(=O)NCCOc2ccccc2)cc1OC,-0.3%,8.4,0.8%,3.5%,1.4,6.2,x,-0.2%,3.6%,-8.9
COc1ccc(CNC(=S)Nc2ccc(F)c(Cl)c2)cc1,-1.7%,-6.1,-2.6%,-1.6%,-4.8,6.3,-2.8%,7.2%,23.5%,-16.7
CC1(C)CC(=O)C=C(NNC(=O)c2ccccc2O)C1,3.9%,-5.0,1.8%,1.6%,x,u,x,2.0%,u,5.4
Cc1c(C(=O)NCc2ccc(F)cc2)oc2ccc(S(=O)(=O)N3CCOCC3)cc12,-17.1%,-8.2,-2.9%,3.5%,-1.7,-19.6,6.6%,0.3%,1.1%,-2.6
Cc1cccc(NS(=O)(=O)c2ccc3c(c2)CCC(=O)N3)c1,-21.0%,2.8,-1.9%,-6.1%,7.9,-5.4,-4.2%,-3.6%,-5.7%,1.6
Cc1ccc(C(=O)NCCCNC(=O)c2ccco2)cc1C,-1.2%,3.4,6.7%,-1.9%,0.5,2.4,6.5%,-1.3%,-2.5%,10.5
C/C=C\C=C\C(=O)N1CC2(CC(c3cccc(NC(=O)CC)c3)=NO2)C[C@H]1C(N)=O (stereo not given in full),u,2.4,3.3%,-0.8%,0.2,-15.6,-0.8%,-41.9%,-7.4%,2.9
CCCc1cc(=O)oc2cc(OCC(=O)Nc3cc(C)on3)ccc12,1.5%,-8.1,1.9%,-6.7%,0.5,16.2,-11.1%,1.7%,-0.5%,12.0
N#Cc1ccc(C(=O)Nc2cccc(NC(=O)c3ccco3)c2)c(F)c1,0.2%,2.6,-3.8%,8.0%,2.2,28.4,x,-2.5%,u,13.2
O=C(Nc1ccccc1)N(O)c1ccc(Cl)cc1,-6.3%,14.4,-1.4%,1.8%,0.0,-19.6,0.5%,4.7%,-4.2%,-6.0
CS(=O)(=O)Nc1ccc(C(=O)Nc2ccccc2C(=O)N2CCCC2)cc1,-2.4%,8.1,0.3%,-5.0%,3.6,-2.8,7.6%,-5.0%,3.4%,8.8
CC(C)(C)c1cc(-c2ccco2)c(C#N)c(SCC#N)n1,-1.4%,-35.6,0.9%,9.3%,1.7,-12.2,-7.7%,11.5%,-4.2%,4.4
Cn1c(/C=N/n2cnnc2)nc2ccccc21,-1.6%,6.5,-0.2%,7.9%,2.2,-0.5,1.4%,2.8%,0.1%,-6.2
COc1ccccc1N(CC(=O)NCCN1CCOCC1)S(=O)(=O)c1ccc(C)cc1,0.0%,22.4,x,x,x,-2.7,-2.1%,-5.6%,3.0%,7.5
O=C(COc1ccc(S(=O)(=O)N2CCCC2)cc1Cl)NCc1ccc2c(c1)OCO2,-1.8%,-4.2,0.0%,-1.4%,2.6,1.6,-1.0%,-3.5%,1.2%,19.5
COc1cccc(/C=N/Nc2ccc(Cl)nn2)c1,0.9%,-2.5,-0.3%,12.7%,-1.3,13.1,4.0%,1.1%,-16.1%,11.4
CC(C)(C)c1cc2cccnc2n1Cc1cccc(F)c1,0.4%,5.1,-0.3%,-2.9%,4.4,-7.5,6.2%,28.2µM*,-3.8%,5.0
C=CCNC(=S)NNC(=O)CSc1nc2ccccc2s1,7.0%,-8.1,x,-0.4%,5.4,8.1,2.1%,-1.8%,-2.7%,-6.3
